# TexasRed fluor: counter-screen for TRb-SRC2 inhibitors: fluorescence interference | AID 1479 | Potency, µM (series often up to 106 µM), without a hit: at the highest dose fluorescence change, negative = quenching | TRb/SRC2 Texas Red total fluorescence interference | 0.29% of 280,000 active; active = well fitted curve in either direction with a large enough effect; inconclusive = small, poorly fitted or top-dose-only effect; also: % is scaled to controls: 0 for no effect and ±100 for the full control effect
#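 Human TRβ ligand-binding domain (0.6 uM) and Texas Red SRC2 peptide (20 nM) in Tris buffer with 1 uM T3 and 5% DMSO were incubated with pinned compound for 5 hr at ambient temperature. Total fluorescence was computed as S + 2P (555/632 nm).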
# RGS12 GoLoco inh: RGS12 GoLoco-Gai1 interaction inhibition; P63096; Gai1:RGS12 GoLoco peptide FP, rhodamine, 10 min; Potency, µM (doses to about 61.6 µM), without a hit: at the top dose activity, negative = inhibition, hits mostly inhibitors; 0.44% of 230,000 active; AID 880; active = well fitted inhibition curve with a large enough effect, not every such curve was filed as active; inactive = no such curve, though single readings can be large or run the other way; also: % is scaled to controls: 0 for no effect and ±100 for the full control effect; nearly all actives have a fitted effect of over 30% in size; many of its hits are not listed in these tables
# Target sequence (P63096 whole entry, looked up): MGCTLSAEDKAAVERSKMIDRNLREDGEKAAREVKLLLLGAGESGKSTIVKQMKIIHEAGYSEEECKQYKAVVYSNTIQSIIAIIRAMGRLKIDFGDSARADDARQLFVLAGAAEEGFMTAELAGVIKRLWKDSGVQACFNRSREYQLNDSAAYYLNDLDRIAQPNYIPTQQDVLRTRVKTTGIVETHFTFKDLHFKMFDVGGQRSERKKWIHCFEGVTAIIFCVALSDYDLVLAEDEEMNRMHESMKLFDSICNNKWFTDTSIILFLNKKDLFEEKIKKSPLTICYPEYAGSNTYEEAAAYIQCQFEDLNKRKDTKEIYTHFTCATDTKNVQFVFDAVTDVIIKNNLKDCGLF
# ALDH1A1 block: blocks purified human ALDH1A1 activity. Potency, µM (highest dose often 75.3 µM), inactives show top-dose activity, negative = inhibition, hits mostly inhibitors. P00352. 7.3% of 220,000 active. Purified ALDH1A1, NADH fluorescence, propionaldehyde substrate; active = well fitted inhibition curve with a large enough effect, not every such curve was filed as active; inconclusive = small, poorly fitted or top-dose-only effect, or another doubt; inactive = no such curve, though single readings can be large or run the other way;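 also: plate controls were no enzyme wells and a reference inhibitor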
# LMNA splice mod: LMNA splicing modulation; Potency, µM (highest dose often 46.1 µM), without a hit: at the highest dose ratio change, negative = inhibition, hits mostly inhibitors; 0.01% of 200,000 active; HeLa LMNA splicing GFP/RFP minigene ratio, 48 h; AID 1487; active = well fitted inhibition curve with a large enough effect in the signal ratio, with a control signal flat, not every such curve was filed as active; inconclusive = small, poorly fitted or top-dose-only effect, or effect the other way, or a change in a side signal; the % refers to the signal ratio; also: % is scaled to controls: 0 for no effect and ±100 for the full control effect
#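 S3 HeLa cells stably expressing lamin A-EGFP splicing minigene plus DsRed2, 600 cells/well, 48 h compound exposure at 37C. Laser-scanning cytometry; analysed as GFP (500-530 nm)/RFP (575-640 nm) total intensity ratio; 0.5% DMSO vehicle.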
# RECQ1 helicase: RECQ1 (human) helicase inhibition | P46063 | RECQ1 DNA unwinding, red fluorescence kinetic read | Potency, µM (titrated, usually from 57.3 µM), for inactives: top-dose activity, negative = inhibition, most hits filed as inhibitors | 0.54% of 240,000 active | AID 2549;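 also: plate controls were vehicle for no effect and no enzyme for full effect; nearly all actives have a fitted effect of over 30% in size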
#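 RECQ1T1 50 nM; forked duplex (20 bp + 30-nt ss tails) 200 nM, ATP 2 mM final; pH 8.0, 2 mM MgCl2, 2.5 ug/ml poly(dI-dC); 15 min compound preincubation; discontinuous kinetic read over 2 h at RT.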
# TRb-SRC2 inh: TRbeta-SRC2 interaction inhibition | Potency, µM (titrated, usually from 106 µM), for inactives: at the highest dose activity change, negative = inhibition, usual class: inhibitors | TRbeta-SRC2 peptide binding, fluorescence polarization; receptor liganded with 1 µM T3 | AID 1469 | 0.065% of 280,000 active;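 also: plate controls were bound peptide for no effect and peptide without receptor for full effect; nearly all actives have a fitted effect of over 50% in size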
# Target sequence (P10828 whole entry, looked up): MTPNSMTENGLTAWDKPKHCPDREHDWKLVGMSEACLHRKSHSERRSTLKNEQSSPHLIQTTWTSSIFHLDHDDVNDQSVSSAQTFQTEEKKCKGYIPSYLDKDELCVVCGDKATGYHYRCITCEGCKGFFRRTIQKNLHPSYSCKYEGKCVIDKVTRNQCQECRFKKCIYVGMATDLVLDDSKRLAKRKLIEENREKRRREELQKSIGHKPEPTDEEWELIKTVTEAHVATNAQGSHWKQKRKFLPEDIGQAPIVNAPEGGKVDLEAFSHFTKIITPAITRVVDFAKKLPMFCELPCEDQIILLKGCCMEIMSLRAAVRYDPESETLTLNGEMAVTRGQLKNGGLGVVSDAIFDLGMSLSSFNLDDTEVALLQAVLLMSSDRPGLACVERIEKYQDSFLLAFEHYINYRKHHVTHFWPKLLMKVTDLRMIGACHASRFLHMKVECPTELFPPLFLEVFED
#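 Human TRb LBD (0.6 uM) plus Texas Red-labeled SRC2 peptide (20 nM), 1uM T3, 5% DMSO, 5 hr at ambient temperature. Decreased polarization (555/632 nm) flags inhibition; data normalized to free and bound peptide controls.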
# JMJD2E inh: JMJD2E (human) inhibition | B2RXH2 | JMJD2E catalytic domain, FDH-coupled NADH fluorescence (FDH is formaldehyde dehydrogenase) | Potency, µM (titrated, usually from 57.1 µM), without a hit: top-dose activity change, negative = inhibition, usual class: inhibitors | 1.6% of 230,000 active | AID 2147; active = well fitted inhibition curve with a large enough effect, not every such curve was filed as active; inconclusive = small, poorly fitted or top-dose-only effect, or another doubt; inactive = no such curve, though single readings can be large or run the other way;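 also: 0% = wells with enzyme and -100% = buffer wells without enzyme; nearly all actives have a fitted effect of over 50% in size; many of its hits are not listed in these tables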
# SMN2 splice enh: enhancers of SMN2 splice variant expression; AID 1458; HEK293 SMN2-luciferase splicing reporter, luminescence, 30-36 h; 2.8% of 210,000 active; Potency, µM (doses to about 46.1 µM), without a hit: top-dose activity change, positive = activation, usual class: activators; also: % of control where 0% means no effect; nearly all actives have a fitted effect of over 55% in size
#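 HEK293 cells carry an SMN2 minigene-luciferase reporter in which exon 7 inclusion puts luciferase in frame. Cells were seeded at 2000 cells/well, attached for 10-12 hours, then exposed to compounds for 30-36 hours at 37C before ONE-Glo luminescence.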
# Active calls of the source: *; i = inactive; ? = inconclusive; · = no result given; [ ] = another dose, or the depositor's remark. Unless noted, calls follow the shape of the dose curve; as a rule, active = well fitted curve in the direction sought with a large enough effect; inconclusive = small, poorly fitted or top-dose-only effect, or another doubt; inactive = no such curve, though single readings can be large; an effect the other way counts as inactive or inconclusive. Potency is read from the fitted curve at half-maximal effect.
SMILES,TexasRed fluor,RGS12 GoLoco inh,ALDH1A1 block,LMNA splice mod,RECQ1 helicase,TRb-SRC2 inh,JMJD2E inh,SMN2 splice enh
COC(=O)CCC(=O)NC(=S)Nc1c(C)cccc1C,2%,5%,10%,-12%,-2%,3%,4%,-4%
O=C(Nc1nc(-c2ccccn2)cs1)c1cccc(-n2cnnn2)c1,-3%,-18%,·,·,-17%,-6%,?,·
CCCc1nnc(NC(=O)c2ccncc2)s1,0%,7%,2%,2%,i,-1%,1%,4%
O=C(NCc1ccc(F)cc1)C1CCN(S(=O)(=O)N2CCCC2)CC1,0%,3%,?,·,-2%,3%,5%,21%
CCCNC(=O)COc1ccccc1[N+](=O)[O-],-3%,·,9%,3%,-5%,6%,-5%,·
CNC(=O)[C@H]1O[C@H](n2cnc3c(NCc4cccc(I)c4)ncnc32)[C@@H](O)[C@@H]1O,-1%,-4%,-3%,·,0%,3%,-4%,·
O=C(NC(=S)N(CCO)Cc1ccccc1)c1ccc(S(=O)(=O)N2CCCC2)cc1,-1%,9%,?,-8%[46 µM],i,2%,11%,4%
COCCCNC(=O)CN1C(=O)/C(=C/c2ccccc2C)Sc2ccccc21,-1%,3%,-10%,·,i,-2%,-3%,-10%
O=C(Nc1ccc2c(c1)OCO2)C1(S(=O)(=O)c2ccc(Cl)cc2)CC1,-1%,-3%,1%,12%,i,-5%,-5%,-15%
O=C(c1ccc(Cn2c(=O)[nH]c3ccccc3c2=O)cc1)N1CCN(c2ccccc2)CC1,-6%,3%,-25%,?,2%,-8%,-5%,-46%[inhibitor]
O=C(COC(=O)c1ccc(NS(=O)(=O)c2ccc3c(c2)OCCO3)cc1)NC1CC1,-4%,8%,-12%,-5%,i,2%,-2%,-6%
CCc1c(C)sc(NC(=O)c2cc(C)no2)c1C#N,0%,2%,13µM*,-13%,-9%,0%,-4%,3%
COc1ccc(Cc2ccc(OC)c(N)c2)cc1N,1%,-16%,9%,2%,i,-17%,2%,6%
Oc1ccc(O)c(-c2cnns2)c1,-1%,-34%,?,4%,-3%,6%,-7%,9%
Cc1ccc(C(=O)Nc2cc3c(cc2Cl)OCCCO3)cc1,-3%,9%,-2%,-1%,-5%,-7%,2%,11µM*
O=C(OCC(=O)c1ccc(Cl)s1)c1ccccn1,?,5%,?,-8%,-12%,-13%,4%,5%
COc1ccc(CCNS(=O)(=O)c2ccc3c(c2)n(C)c(=O)c(=O)n3C)cc1OC,-4%,-2%,17%,-4%,-7%,3%,-4%,18%
O=C1NNC(c2ccccc2)=N/C1=C\c1ccc(Cl)cc1,-3%,4%,·,·,-10%,4%,1%,·
Cc1ccc(C)n1-c1ccsc1C(=O)CC#N,2%,25%,-11%,-7%[46 µM],-6%,6%,?,-7%
COC(=O)/N=C/c1c(NCc2ccccc2)nc2c(C)cccn2c1=O,0%,-6%,?,-18%[46 µM],i,1%,?,21%
Cc1cccc(C(=O)N2CCN(c3ccccn3)CC2)c1,-8%,-3%,10%,2%,4%,-8%,3%,-22%
COc1ccccc1Cn1c(=S)[nH]c2cc(C(=O)NCCN3CCOCC3)ccc2c1=O,-5%,·,20µM*,?,i,0%,5%,·
Cc1ccc(-n2c(O)c(C=Nc3ccccc3-c3n[nH]c(=S)[nH]c3=O)c3ccccc3c2=O)c(C)c1,-1%,27%,18µM*,-3%[46 µM],i,4%,?,9%
CC(NS(=O)(=O)c1ccc(F)cc1)C(c1cccs1)N1CCN(C)CC1 (configuration not stated),1%,2%,10%,-8%,-1%,-4%,15%,5%
CC1CCCN(c2ccc(C(=O)NCC3CCCO3)cn2)C1 (configuration not stated),-5%,-8%,-12%,-4%,-11%,-1%,-1%,13µM*

# Other compounds follow:
SMILES,TexasRed fluor,RGS12 GoLoco inh,ALDH1A1 block,LMNA splice mod,RECQ1 helicase,TRb-SRC2 inh,JMJD2E inh,SMN2 splice enh
O=C(CSc1ccc2nnc(-c3ccc(F)cc3)n2n1)NCc1ccco1,-3%,10%,?,-7%,-6%,-19%,?,-17%
O=C(Cn1ccc2ccccc2c1=O)NCCC(=O)Nc1cccnc1,0%,13%,-11%,7%,i,-15%,?,10%
CCN1C(=Nc2ccc(Cl)cc2)SC/C1=C\C(=O)OC,-4%,3%,8%,?,3%,1%,0%,-27%
CC(OC(=O)c1oc2ccccc2c1COc1ccccc1)C(=O)NC(N)=O (configuration not stated),0%,-1%,?,·,-3%,-6%,1%,9%
Cc1cccc2cc(C#N)c(NCc3ccccc3)nc12,4%,6%,?,22%[9.22 µM],-15%,0%,?,-2%
CC(C)(C)CC(=O)N1CCC(c2nc3c(nnn3Cc3c(F)cccc3Cl)c(=O)[nH]2)CC1,0%,·,3%,-4%,-5%,-1%,0%,·
O=S1(=O)NC2CCCCCN2c2ccc(F)cc21 (configuration not stated),-1%,-21%,?,15%,i,-2%,?,-1%
CC1CC(C)CN(c2ncnc3c2cnn3C)C1 (configuration not stated),-2%,0%,2%,14%[9.22 µM],i,-5%,6%,-39%
O=C(c1cc(C(F)(F)F)cc(C(F)(F)F)c1)N1CCC2(CCN(Cc3ccncc3)CC2)CC1,·,8%,17%,·,i,·,·,-43%[inhibitor]
Cc1ccccc1OCC1CNC(=O)O1 (configuration not stated),0%,-7%,4%,·,19%,-1%,1%,-2%
CCN1C(=O)[C@H]2[C@H]3[C@H](O)[C@H](O)C/C(=N/O[C@@H]4O[C@H](COC(C)=O)[C@@H](OC(C)=O)[C@H](OC(C)=O)[C@H]4OC(C)=O)[C@@H]3CC[C@@H]2C1=O,-3%[11.2 µM],·,-2%[13.5 µM],·,i[11.5 µM],0%[11.2 µM],·,·
Cc1ccc(CC2CC(=O)N(CCc3ccccc3)C2=O)cc1 (configuration not stated),-4%,2%,-1%,14%[46 µM],i,-5%,-1%,0%
O=C(COc1cccc2cccnc12)N/N=C/c1ccccc1O,-2%,-3%,·,·,-8%,-1%,7.9µM*,·
COc1ccc(C2OC(=O)CC2C(=O)N2CCN(c3cc(Cl)ccc3C)CC2)cc1OC (configuration not stated),1%,-9%,-4%,-4%,-1%,-3%,-14%,0%
Cc1ccc(NC(=O)c2ccc(-c3nn(C)c(=O)c4ccccc34)cc2)c(C)c1,-2%,-5%,8.9µM*,-26%,-14%,-17%,-4%,-32%[inhibitor]
CC(=O)Cc1nsc(NC(=O)c2cc(-c3cccc(C(F)(F)F)c3)oc2C)n1,-2%,13%,12%,8%,i,1%,0%,-8%
CC(C)(C)OC(=O)NCC12C=CC(O1)C1C(=O)N(Cc3ccccc3)C(=O)C12 (configuration not stated),0%,-24%,3.2µM*,-5%,2%,9%,-6%,-24%
O=C(NCc1ccc(Cl)cc1)C1CCC(CNc2c(N3CCCCC3)c(=O)c2=O)CC1 (configuration not stated),-2%,1%,2%,2%,i,5%,1%,-3%
CCOC(=O)C1CCN(c2nnc(N3CCCC3=O)s2)CC1,0%,16%,?,2%,-19%,5%,0%,18%
COCCNS(=O)(=O)c1cc(-c2nn(C)c(=O)c3ccccc23)ccc1C,-3%,6%,3%,?,i,-10%,-3%,-7%
C=CCc1ccccc1OCC(O)CN(CC)CC (configuration not stated),-2%,-4%,6%,-3%,-11%,6%,4%,-10%
CCSC1=N/C(=C\c2ccccc2)C(=O)N1c1ccc(OC)cc1,-1%,0%,3%,·,-19%,-12%,·,-15%
Cc1cccc(C)c1N(CC(=O)N1CCN(c2ccccc2F)CC1)S(C)(=O)=O,-6%,-5%,2%,·,i,2%,3%,-5%
COc1cc(OC)cc(C(=O)NCCNC(=O)c2ccccc2)c1,2%,-1%,-17%,4%,-5%,10%,-2%,35%
O=C(c1ccccc1)n1ccc(-c2cccs2)n1,-1%,-4%,·,·,-3%,4%,-9%,·

# (continued)
SMILES,TexasRed fluor,RGS12 GoLoco inh,ALDH1A1 block,LMNA splice mod,RECQ1 helicase,TRb-SRC2 inh,JMJD2E inh,SMN2 splice enh
O=c1[nH]c(CN2CCN(CCO)CC2)nc2ccccc12,1%,-7%,10%,1%,-6%,1%,1%,-2%
CCNC(=O)C1CCCN1S(=O)(=O)c1ccc(OC)cc1 (configuration not stated),-2%,2%,10%,2%,i,-14%,-1%,-13%
c1ccc(-c2ccc3c(c2)c2c4n3CCN=C4CCC2)cc1,-5%,79%[activator],-15%,?,i,0%,?,-13%
Cc1cc2nc(C(F)(F)F)cc(-c3cccs3)n2n1,-1%,6%,?,·,i,0%,?,10%
CC(NS(=O)(=O)c1ccccc1)C(c1cccs1)N1CCN(C)CC1 (configuration not stated),-3%,-19%,4%,6%,i,-4%,9%,-1%
Cc1cccc(NC(=S)NC23CN4CN(CN(C4)C2)C3)c1C,1%,4%,7%,·,-12%,4%,1%,-13%
CS(=O)(=O)N(CC(=O)NCC1CCCO1)c1ccc(Cl)c(Cl)c1 (configuration not stated),1%,7%,11%,2%,-8%,9%,13%,5%
Cn1c(=S)ccc2ccccc21,0%,-6%,25µM*,-1%[46 µM],-6%,-1%,-16%,19%
COC(=O)C1=C(C)N(c2ccc(Br)cc2)C(=O)/C1=C\c1ccco1,-5%,15%,-7%,-8%,i,-8%,2%,6%
COC(=O)c1ccc(CSc2nnc(C)s2)cc1,-5%,-6%,?,?,-5%,-7%,-3%,25µM*
CC(C)CCSc1nc2c(c(=O)[nH]c(=O)n2C)n1CCCc1ccccc1,-2%,-14%,1%,2%,5%,-2%,-4%,-47%[inhibitor]

# Compound profiles (already shown).
# Profile of c1ccc(-c2ccc3c(c2)c2c4n3CCN=C4CCC2)cc1 = TexasRed fluor: -5%; RGS12 GoLoco inh: 79%[activator]; ALDH1A1 block: -15%; LMNA splice mod: ?; RECQ1 helicase: i; TRb-SRC2 inh: 0%; JMJD2E inh: ?; SMN2 splice enh: -13%
# Profile of CCNC(=O)C1CCCN1S(=O)(=O)c1ccc(OC)cc1 (configuration not stated) = TexasRed fluor: -2%; RGS12 GoLoco inh: 2%; ALDH1A1 block: 10%; LMNA splice mod: 2%; RECQ1 helicase: i; TRb-SRC2 inh: -14%; JMJD2E inh: -1%; SMN2 splice enh: -13%

# From PubChem

# Some of the compounds tested (hit frequency here may not be typical).
